Compound activity: PubChem BioAssay, Broad Institute
NSD2 HMT inh – blocks human histone methyltransferase NSD2; hit rate 0.54% among 310,000; O96028; AID 743445; NSD2 peptide methylation, AlphaScreen, 120 min; inhibition, % at 12.5 µM; in the data active = inhibition above about 50%
Target sequence (O96028 whole entry, looked up): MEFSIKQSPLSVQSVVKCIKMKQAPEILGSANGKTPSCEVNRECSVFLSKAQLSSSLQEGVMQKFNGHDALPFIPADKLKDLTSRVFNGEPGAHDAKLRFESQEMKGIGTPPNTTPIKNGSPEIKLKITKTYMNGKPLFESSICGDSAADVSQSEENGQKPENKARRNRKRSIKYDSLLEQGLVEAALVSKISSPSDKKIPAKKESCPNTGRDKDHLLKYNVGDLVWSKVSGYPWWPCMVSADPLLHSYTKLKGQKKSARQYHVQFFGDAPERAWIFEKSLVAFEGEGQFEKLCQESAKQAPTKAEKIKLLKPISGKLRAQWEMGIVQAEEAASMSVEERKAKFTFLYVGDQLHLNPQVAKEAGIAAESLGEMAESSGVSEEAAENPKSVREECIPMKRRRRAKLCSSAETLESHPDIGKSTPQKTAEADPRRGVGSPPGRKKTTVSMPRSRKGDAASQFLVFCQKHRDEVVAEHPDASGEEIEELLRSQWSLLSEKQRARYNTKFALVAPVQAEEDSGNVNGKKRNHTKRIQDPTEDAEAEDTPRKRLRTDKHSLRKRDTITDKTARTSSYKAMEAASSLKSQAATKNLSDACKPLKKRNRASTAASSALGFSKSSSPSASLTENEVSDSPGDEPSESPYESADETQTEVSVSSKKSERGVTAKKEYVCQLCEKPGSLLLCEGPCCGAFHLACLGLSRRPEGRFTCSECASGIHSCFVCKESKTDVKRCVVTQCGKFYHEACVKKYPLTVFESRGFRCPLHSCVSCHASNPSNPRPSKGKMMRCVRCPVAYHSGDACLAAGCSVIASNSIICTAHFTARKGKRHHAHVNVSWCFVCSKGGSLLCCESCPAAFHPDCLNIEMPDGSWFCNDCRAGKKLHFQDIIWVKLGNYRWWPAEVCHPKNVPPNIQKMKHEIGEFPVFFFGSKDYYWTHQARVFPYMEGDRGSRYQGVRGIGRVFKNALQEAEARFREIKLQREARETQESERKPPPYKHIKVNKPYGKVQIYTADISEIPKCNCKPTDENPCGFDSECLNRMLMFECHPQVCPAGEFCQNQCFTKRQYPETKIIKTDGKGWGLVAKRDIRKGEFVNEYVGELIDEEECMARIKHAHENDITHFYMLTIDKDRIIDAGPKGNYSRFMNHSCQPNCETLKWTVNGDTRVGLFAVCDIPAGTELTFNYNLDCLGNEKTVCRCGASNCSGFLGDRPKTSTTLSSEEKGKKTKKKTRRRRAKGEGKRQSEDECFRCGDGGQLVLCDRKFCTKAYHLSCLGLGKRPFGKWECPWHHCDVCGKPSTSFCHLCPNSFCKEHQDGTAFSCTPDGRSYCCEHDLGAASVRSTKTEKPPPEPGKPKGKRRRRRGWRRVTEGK
* hit, by the source's call. The list is partial (hit frequency here may not be typical).

Structure,NSD2 HMT inh
CC1(C(=O)NCc2cccc3ccccc23)CCN1Cc1ccccc1OC(F)F (stereo unspecified),0
COc1ccccc1-c1ccc2c(c1)C(C)(Cc1cccc(C#N)c1)C(=O)N2 (stereo unspecified),-2
CCOc1ccc(Nc2oc(-c3ccccc3Cl)nc2C#N)cc1,-4
CC1=C(C(=O)N2CCCCCC2)CC(CC(=O)NC2CCCC2)C(=O)N1Cc1ccc(C(C)(C)C)cc1 (stereo unspecified),5
COc1cccc(NC(=O)C2(C)CCN2C(=O)Cc2ccc(C(C)C)cc2)c1 (stereo unspecified),-4
CCc1nc2ccccc2nc1N1CCN(S(=O)(=O)c2ccccc2)CC1,-4
CCCNC(=O)c1cc(C2CCCN(C(=O)c3ccc(NC(C)=O)cc3)C2)on1 (stereo unspecified),2
O=C(COC(=O)c1ccc(S(=O)(=O)N2CCCCCC2)cc1)Nc1ccccc1C(F)(F)F,0
COc1ccc(CNC(=O)c2ccc(-c3cnn(C)c3)c3ccoc23)cc1OC,-1
CCCS(=O)(=O)NC(=O)C1(C)CCCN(C(=O)c2c(F)ccc(C)c2F)C1 (stereo unspecified),-1
O=S(=O)(NCc1ccncc1)c1ccc(F)cc1F,-5
O=C(NCc1ccccc1)c1cc(C2CCCN(C(=O)C3CCCCC3)C2)on1 (stereo unspecified),0
O=C(Nc1ccc2c(c1)OCCO2)c1c(Cl)cccc1Cl,-2
CC(=O)N[C@@H](C)CCc1ccc(Oc2ccc(OC(C)C)nc2)cc1,-3
COc1cc(NC(=O)C(C)(C)C)c(C(=O)OCC(=O)Nc2cc(C)on2)cc1OC,3
CCc1nc2c(OCc3ccccc3C)cccn2c1N(C)C(=O)CC(C)C,2
COc1cc(/C=C/C(=O)OCC(=O)N2CCc3ccccc32)cc(OC)c1OC,-2
COc1ccc(Nc2cc(C)nc3ccc(C)cc23)cc1,5
OC(c1ccc(F)cc1)c1ncc(-c2ccccc2Cl)[nH]1 (stereo unspecified),3
OC[C@@H]1CN(Cc2ccc(Cl)cc2)C[C@H](n2cnc3c(NC4CCCC4)ncnc32)O1,0

(next part)
Structure,NSD2 HMT inh
CC(C)c1ccc(/C=C/C(=O)Nc2ccc(CN3CCOCC3)cc2)cc1,-1
COc1ccc(N2C(=O)c3ccccc3NC(=O)C2C(=O)NCc2ccco2)cc1 (stereo unspecified),0
N#Cc1cccc(NC(=O)c2cc(C3CCCCN3S(=O)(=O)c3cccc4cccnc34)on2)c1 (stereo unspecified),12
CCCC12CN3CC(C)(CN(C1)C3c1cccs1)C2=O (stereo unspecified),-4
Cc1cccc(Cn2cc(COC(=O)Nc3ccc(F)cc3)nn2)c1,-2
NC(=O)c1c(/N=C/c2cccnc2)sc2c1CCCC2,29
COc1ccc(NC(=O)c2cc(-c3cc(F)ccc3OC)n[nH]2)c(C)c1,-3
CCN(CC)S(=O)(=O)c1ccc(N2CCCCC2)c(NC(=O)C2CSC3(C)CCC(=O)N23)c1 (stereo unspecified),-1
CC1(C(=O)Nc2ccc3c(c2)OCO3)Cc2c(-c3cccc(C(N)=O)c3)ccnc2O1 (stereo unspecified),21
Cc1cc(C)cc(-n2ncc3c2CCCC3NC(=O)c2ccccc2)c1 (stereo unspecified),24
Cc1cccc(C(=O)NC2CCCc3ccccc32)c1 (stereo unspecified),4
Cc1ccc(NC(=O)CSc2nnc3ccccn23)c(Cl)c1,-2
CC1(C(=O)NS(=O)(=O)c2ccc(F)cc2F)CCN1C(=O)Cc1ccc(-c2ccccc2)cc1 (stereo unspecified),-1
CCCC/C=C/c1cccc2nncn12,-1
Cc1cc(C)c(/C=N/NC(=O)c2nnn(-c3nonc3N)c2COc2ccc(F)cc2)c(C)c1,-1
CCc1nc2ccc(C(=O)N(C)CCCN(C)C)cn2c1N(C)CCCc1ccccc1,8
Cc1ccc(S(=O)(=O)NN=Cc2c(O)ccc3ccccc23)cc1,9
COc1cc(-c2coc3c(C(=O)NCc4cccc(Cl)c4)cccc23)ccc1O,-1
Cc1ccccc1-c1cc2nc(NCc3ccccc3)n(C)c(=O)c2s1,-2
Nc1cccc(-c2cncc(N3CCN(Cc4ccccn4)CC3)n2)c1,1

The list continues:
Structure,NSD2 HMT inh
NC(Cc1ccc(Cl)cc1)c1csc(Nc2cc(NCCCO)ncn2)n1 (stereo unspecified),4
CC(C)c1nc(N(C)S(C)(=O)=O)nc(-c2ccc(F)cc2)c1/C=C/[C@H](O)C[C@@H](O)CC(=O)O,-6
O=C(O)Cn1ccc2cc(S(=O)(=O)N3CCCCC3)ccc21,0
O=C(NCc1ccco1)C1C(=O)Nc2ccccc2C(=O)N1C1CCCCC1 (stereo unspecified),-2
CC1(C(=O)NS(=O)(=O)c2cccc(C#N)c2)CCN1C(=O)CC1CCCC1 (stereo unspecified),-2
Cc1cc(C)c(S(=O)(=O)N2CCN(C(=O)CC(C)n3nc(C)nc3C)CC2)c(C)c1 (stereo unspecified),0
O=C(Nc1ccccc1)c1cc(C2CCCN(C(=O)c3ccccc3)C2)on1 (stereo unspecified),1
COc1ccccc1CC(=O)NCCN1C(=O)C2C3C=CC(C3)C2C1=O (stereo unspecified),24
O=C(c1cc(C2CCCCN2S(=O)(=O)c2ccc(F)cc2F)on1)N1CCOCC1 (stereo unspecified),0
Cc1ccc(-n2c(SCc3ccc(Cl)c(Cl)c3)nnc2-c2ccc(C(C)(C)C)cc2)cc1,3
O=C(NC(=S)Nc1cccc(C(F)(F)F)c1)c1ccc2nonc2c1,0
CCOC(=O)C1(C)CCCN(C(=O)c2ccc(C#N)cc2)C1 (stereo unspecified),0
Cc1nn(C)c(=O)c(N)c1-c1cc(-c2ccc(Cl)c(Cl)c2)n[nH]1,-1
N#Cc1c(-c2cccnc2)cc(-c2ccccc2)nc1N,-6
Cc1ccc(C(=O)O)cc1NC(=O)CCc1c(C)noc1C,0
COc1cccc(C(O)c2nc(-c3ccccc3C)cs2)c1 (stereo unspecified),-2
N#Cc1ccc(OCc2c(-c3ccccc3)nnn2CC(=O)O)cc1,1
OC[C@H]1O[C@@H](c2nc(-c3ccccc3Br)no2)[C@H](O)[C@@H]1O,1
CC(=O)N1CCCN(S(=O)(=O)c2ccc3c(c2)c(=O)n(C)c(=O)n3C)CC1,0
CC1(C)OC(=O)NC1c1ccccc1 (stereo unspecified),-6

Remaining list, next part:
Structure,NSD2 HMT inh
Cc1nc(N(C)C2CCCCC2)c2nnn(Cc3ccc(F)cc3)c2n1,-1
CC(O)(c1cccc(F)c1)c1nc(-c2cc3ccccc3o2)cs1 (stereo unspecified),-3
CC(C)(C)c1ccc(C(=O)N2CCC2(C)C(=O)NCc2cccc3ccccc23)cc1 (stereo unspecified),0
COCCCN(C(=O)C1=COCCO1)c1c(N)n(Cc2ccccc2)c(=O)[nH]c1=O,1
CC1(C(=O)Nc2cnc3ccccc3c2)CCN1Cc1ccc2c(c1)OCCO2 (stereo unspecified),0
CCN(CC)S(=O)(=O)c1cc([N+](=O)[O-])ccc1NNC(=O)Nc1ccccc1,2
CC(=O)c1cccc(-c2ccnc3c2CC(C(=O)Nc2cccnc2)O3)c1 (stereo unspecified),-2
CC(C)Nc1nc(-c2ccccc2CO)c2sccc2n1,-7
COc1cc(/C=C/C(=O)OCC(=O)N2CC(C)OC(C)C2)ccc1OCC#N (stereo unspecified),1
CC/C(=N\NC(N)=O)c1ccc(OC)c(OC)c1,-5
OC(Cc1cccc(Br)c1)c1ncc(-c2cccc(C(F)(F)F)c2)[nH]1 (stereo unspecified),1
NC(CO)c1csc(Nc2ccc(C(=O)c3ccccc3)cc2)n1 (stereo unspecified),8
CCNC(=O)C1(C)CCCN(Cc2ccc(-n3ccnc3)cc2)C1 (stereo unspecified),4
CC(=O)c1ccc(N2CCN(C(=O)CNC(=O)c3ccc(Br)o3)CC2)cc1,0
CC(=O)N1CCc2c1cccc2S(=O)(=O)NC(CC(C)C)C(=O)Nc1ccccc1C (stereo unspecified),1
CCOC(=O)[C@]12CCCC=C1N(CCc1ccc(OC)c(OC)c1)C(=O)[C@H](CC(=O)NCc1ccccc1)C2,0
COc1ccc(NC(=O)c2cc(-c3cc(Cl)ccc3OC)n[nH]2)c(OC)c1,1
COC(=O)c1n[nH]n(-c2ccc(F)c(Cl)c2)c1=O,-3
CN1CCN(c2ccc(CNC(=O)C3(C)Cc4c(-c5ccc(C(N)=O)cc5)ccnc4O3)cc2)CC1 (stereo unspecified),8
COc1cc(C)ccc1S(=O)(=O)NC(=O)C1(C)CCN1C(=O)c1ccc(C(F)(F)F)nc1C (stereo unspecified),0

As entered above:
Reading for `NC(CO)c1csc(Nc2ccc(C(=O)c3ccccc3)cc2)n1` (stereo unspecified) in NSD2 HMT inh: 8
Reading for `O=C(O)Cn1ccc2cc(S(=O)(=O)N3CCCCC3)ccc21` in NSD2 HMT inh: 0
Reading for `COc1ccccc1CC(=O)NCCN1C(=O)C2C3C=CC(C3)C2C1=O` (stereo unspecified) in NSD2 HMT inh: 24
Reading for `O=C(NCc1ccccc1)c1cc(C2CCCN(C(=O)C3CCCCC3)C2)on1` (stereo unspecified) in NSD2 HMT inh: 0
Reading for `N#Cc1c(-c2cccnc2)cc(-c2ccccc2)nc1N` in NSD2 HMT inh: -6
Reading for `CC1(C(=O)NS(=O)(=O)c2ccc(F)cc2F)CCN1C(=O)Cc1ccc(-c2ccccc2)cc1` (stereo unspecified) in NSD2 HMT inh: -1

An excerpt of these results, field by field:
smiles: CC(=O)c1ccc(N2CCN(C(=O)CNC(=O)c3ccc(Br)o3)CC2)cc1
  NSD2 HMT inh: 0

smiles: CC(=O)c1cccc(-c2ccnc3c2CC(C(=O)Nc2cccnc2)O3)c1 (stereo unspecified)
  NSD2 HMT inh: -2

smiles: NC(CO)c1csc(Nc2ccc(C(=O)c3ccccc3)cc2)n1 (stereo unspecified)
  NSD2 HMT inh: 8

New compounds follow:
Structure,NSD2 HMT inh
Cc1ccc(C(=O)OCC(=O)Nc2ccc(C)c(S(=O)(=O)N3CCCCC3)c2)c(O)c1,-6
COc1cc(NC(=O)CN2CCN(C(=O)c3ccco3)CC2)c(C)cc1[N+](=O)[O-],-1
Cc1ccc(S(=O)(=O)N2[C@H](CC(=O)c3ccccc3)OC[C@@H]2C)cc1,0
CCCC(=O)N1CCC1(C)C(=O)Nc1ncc(C(=O)OC)s1 (stereo unspecified),0
O=C(C(=O)N1CCN(C(=O)C2CCC2)CC1)c1cccc(C(F)(F)F)c1,1
CC(=O)Nc1cccc(-c2ccnc3c2CC(C)(C(=O)NCc2cccs2)O3)c1 (stereo unspecified),-2
COC(=O)[C@@]12C[C@@H](CC(=O)NCc3cccs3)C(=O)N(Cc3ccccc3)C1=CCC(C)(C)C2,0
O=C(NCC1COCCO1)C1CCN(S(=O)(=O)c2cccc3ccccc23)CC1 (stereo unspecified),1
O=c1cnc2ccccc2n1Cc1ccccc1,1
Cc1[nH]c2ccccc2c(=O)c1CNCc1ccccc1,38
CC(C)c1ccc(NC(=O)C2Cc3c(-c4cccc(F)c4)ccnc3O2)cc1 (stereo unspecified),-2
CN(C(=O)/C=C/c1ccccc1)C1CCCCC1,0
CC1(C(=O)Nc2ccc(Cl)c(C(F)(F)F)c2)Cc2c(-c3ccccc3)ccnc2O1 (stereo unspecified),-2
CC(C)c1csc(CN2CCC(C(=O)Nc3cccc(-c4ccco4)c3)CC2)n1,0
COc1ccccc1C(=O)NC1=NCCS1,1
COc1ccc(-c2cc3nc(NCc4ccc(C)cc4C)n(C)c(=O)c3s2)cc1OC,0
CN(N=Cc1ccc(N(C)C)cc1)C(=O)c1ccccc1N,-4
CCc1cccc(CC)c1N(COC)C(=O)Cn1cnc2ccccc21,1
OC(c1ccccc1)(c1ccccc1)C1CCN(CCCOc2cccnc2)CC1,1
Cc1cccc(C(=O)NC2CCN(CC(=O)Nc3cccc(Cl)c3)CC2)c1,-1

Other results.
Structure,NSD2 HMT inh
COc1ccc(C2C=C(c3ccc(Br)cc3)Nc3nc(NS(C)(=O)=O)nn32)cc1 (stereo unspecified),-14
COc1cccc(C2C3=C(N=c4s/c(=C\c5ccccc5O)c(=O)n42)c2ccccc2CC3)c1OC (stereo unspecified),-3
Cc1ncc(CO)c(CO)c1OCC(O)CN1CCN(c2ccc(F)cc2)CC1 (stereo unspecified),-1
CS(=O)(=O)N1CCCCC1c1cc(C(=O)NCc2ccc(F)cc2)no1 (stereo unspecified),7
CCc1nc2c(OCc3cccc(Cl)c3)cccn2c1N(C)C(C)=O,3
CCc1cccc(NC(=O)CSc2nc(C)cs2)c1,-5
CCN1CCCSC1=S,0
COc1cccc(Nc2nc(C(N)Cc3ccc(Cl)cc3)cs2)n1 (stereo unspecified),2
CCCCNC(=O)C1(C)CCCCN1C(=O)c1cc(C#N)cs1 (stereo unspecified),4
CCOc1ccc(NC(=O)c2ccc(NC(=O)c3ccc(NC(N)=O)cc3)cc2)cc1,1
Oc1ccc(CNc2ccccc2Cl)c2cccnc12,0
Cn1c(NCc2ccccc2F)nc2cc(-c3cccc(Cl)c3)sc2c1=O,4
CCC1CC(CSC(=N)N)OC1=O (stereo unspecified),0
CC(C)[C@H](NC(=O)c1ccc(Cl)cc1Cl)C(=O)N1CCC[C@H]1C(=O)NCc1ccccc1,-2
CCc1nc2c(OCCn3cccc3)cccn2c1N(C=O)Cc1ccccc1,3
CC(=O)Nc1cc(-c2cccc(C(=O)N(C)C)c2)cn2c(-c3cccc(C(F)(F)F)c3)cnc12,-1
Cn1nc(C(C)(C)C)cc1NC(=O)C1(C)CCN1C(=O)CC(c1ccccc1)c1ccccc1 (stereo unspecified),4
COc1cccc(C(O)c2ncc(-c3ccc(C(F)(F)F)cc3)[nH]2)c1 (stereo unspecified),-1

At a glance, some entries already given.
Structure,NSD2 HMT inh
COc1ccc(C2C=C(c3ccc(Br)cc3)Nc3nc(NS(C)(=O)=O)nn32)cc1 (stereo unspecified),-14
COc1cccc(C2C3=C(N=c4s/c(=C\c5ccccc5O)c(=O)n42)c2ccccc2CC3)c1OC (stereo unspecified),-3
Cc1ncc(CO)c(CO)c1OCC(O)CN1CCN(c2ccc(F)cc2)CC1 (stereo unspecified),-1
